High-throughput results deposited in PubChem by several laboratories.
TNAP act hi DEA: TNAP (human) activation, high acceptor; P05186; purified TNAP, CDP-star luminescence, 1 M DEA, 30 min; stronger effect = higher value; 0 = EDTA background, 1 = DMSO-only activity; activation factor at 20 µM; 200,000 tested, under 10 active; AID 1136;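 active means activation factor at least 2 at 20 µM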
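Test system – human TNAP · Doses – 20 µM single point · Incubation – 30 min, room temperature · Signal – luminescent substrate turnover signal · Read-out basis – activation factor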
TNAP inh noacc: TNAP (human) inhibition, acceptor-free conditions | P05186 | purified TNAP, CDP-star luminescence, 30 min | inhibition, % at 20 µM | hit rate 0.26% among 200,000 | AID 1012;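 active means tissue-nonspecific alkaline phosphatase inhibition above about 50% at 20 µM in the single-dose screen, limit read from the data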;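 further: 0% = DMSO negative control and 100% = EDTA positive control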
TNAP inh hi DEA: inhibitors of human TNAP at high phosphate acceptor concentration | P05186 | purified TNAP, CDP-star luminescence, 1 M DEA | inhibition, % at 20 µM | hit rate 0.03% among 200,000;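 active means over 50% inhibition of tissue-nonspecific alkaline phosphatase at 20 µM in the single-dose screen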;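 further: plate controls were DMSO wells for no effect and EDTA-quenched wells as full inhibition for full effect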
APP 5'UTR act: activates APP 5'UTR luciferase reporter; activation, % at 2 µM; SH-SY5Y APP 5'UTR luciferase reporter, luminescence; zero percent = DMSO vehicle wells; AID 1276; hit rate 1% among 190,000;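 active means activation above a set limit, based on mean plus 3 SD of controls, cut at about 140% in these data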; further: values of inactives mirror those of a sister screen read the other way
FLuc inh counter: counter-screen for luciferase assay inhibitors: firefly luciferase inhibition | P08659 | ATPLite firefly luciferase biochemical luminescence, 10 min | inhibition, % at 10 µM | hit rate 1.5% among 200,000;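 active means inhibition above about 50% when tested at 10 µM, limit read from the data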
Target sequence (P08659 whole entry, looked up): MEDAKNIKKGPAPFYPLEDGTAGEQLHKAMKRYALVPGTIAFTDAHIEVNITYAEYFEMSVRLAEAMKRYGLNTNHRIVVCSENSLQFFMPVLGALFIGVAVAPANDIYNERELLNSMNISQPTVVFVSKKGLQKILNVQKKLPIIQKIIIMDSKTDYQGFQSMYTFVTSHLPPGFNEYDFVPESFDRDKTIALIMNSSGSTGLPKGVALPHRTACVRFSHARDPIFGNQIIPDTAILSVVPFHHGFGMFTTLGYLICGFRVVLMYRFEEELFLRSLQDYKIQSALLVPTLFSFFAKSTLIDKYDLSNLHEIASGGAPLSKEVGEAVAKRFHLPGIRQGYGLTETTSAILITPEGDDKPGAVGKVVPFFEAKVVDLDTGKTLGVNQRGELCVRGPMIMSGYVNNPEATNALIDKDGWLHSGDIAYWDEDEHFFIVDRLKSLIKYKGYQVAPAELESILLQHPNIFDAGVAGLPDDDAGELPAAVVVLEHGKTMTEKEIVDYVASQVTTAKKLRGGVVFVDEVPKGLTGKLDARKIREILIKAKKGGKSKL
PMI activator: increases human mannose-6-phosphate isomerase activity | activation factor at 20 µM | AID 1214 | hit rate 0.005% among 190,000 | purified human PMI, coupled resazurin fluorescence, 20 min; stronger effect = higher value; 1 = vehicle control, 0 substrate-free wells | P34949;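 active means activation factor of 2 or more at 20 µM, relative to plate controls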
bIAP act: intestinal alkaline phosphatase (bovine) activation; purified bovine IAP, CDP-star luminescence, 30 min; stronger effect = higher value; fold of DMSO-control signal, blank-subtracted; hit rate 0.17% among 200,000; activation factor at 20 µM; AID 1016;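 active means activation factor of 2 or more at 20 µM, a signal rise over negative controls twice the positive control's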
PMI act hi M6P: activators of human phosphomannose isomerase at near-saturating mannose 6-phosphate | coupled PMI enzyme assay, resazurin fluorescence, 20 min; stronger effect = higher value; 1 = untreated enzyme, 0 = substrate-free blank | P34949 | activation factor at 20 µM | AID 1216 | hit rate 0.34% among 190,000;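 active means activation factor of 2 or more at 20 µM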
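Material: human phosphomannose isomerase with PGI, G6PDH, diaphorase coupling enzymes. Quantity: 15 ng/mL PMI. Medium: HEPES pH 7.4 buffer with MgCl2 and Tween-20. Reagent: Near-saturating mannose-6-phosphate, 1.0 mM. Compound: 20 µM single dose. Times: enzyme reaction with compound 20 min at room temperature. Detection: resorufin fluorescence at Ex 544/Em 590 nm.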
NF-kB expr up: raises NF-kB expression in human neuronal cells; NF-kB reporter expression; stronger effect = higher value; fold change at 12.5 µM; hit rate 1.6% among 190,000; in the data active means fold change above about 3.3
FLuc act counter: firefly luciferase counter-screen for stimulation assays; 200,000 tested, under 10 active; activation factor at 10 µM; ATPlite luciferase biochemical, luminescence, 10 min; 0 = ATP-free wells, 1 = DMSO control;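 active means luciferase activation factor, scaled between plate controls, of at least 2 with compound at 10 µM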
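System: Luciferase/luciferin detection reagent, cell-free biochemical luciferase assay | Medium: PBS buffer for ATP | Dosing: Test compounds dosed from 2 mM stocks in 100% DMSO | Timing: 10 min at ambient temperature | Signal: Luminescence measurement of luciferase light output | Evaluation: Luciferase activation, seen as luminescence increase over controls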
Active calls of the source: *.

#1 CC(C)OC(=O)c1ccccc1C(=O)c1ccc(N)c([N+](=O)[O-])c1
#2 O=C(NCCSCc1ccccc1)c1ccc(F)cc1
#3 CCn1c(SCC(=O)NNC(=O)c2ccc(OC)cc2)nnc1-c1cccnc1
#4 Clc1ccc(OCCCc2nc(-c3cccnc3)no2)c(Cl)c1
#5 Cc1ccc(NC(=O)CSCc2nc3c(nnn3Cc3ccc(F)cc3)c(=O)[nH]2)c(C)c1
#6 COc1ccc(NC(=S)Nc2ncccc2C)c(OC)c1
compound no.	1	2	3	4	5	6
TNAP act hi DEA	1	1	1.1	1	1.1	1
TNAP inh noacc	-8	-9	-17	-5	-6	9
TNAP inh hi DEA	-4	-1	-5	0	-6	2
APP 5'UTR act	-7	-2	14	29	16	58
FLuc inh counter	-4	1	-1	-2	-3	9
PMI activator	1	1	1	0.9	0.9	0.9
bIAP act	0.8	0.8	1.1	1.1	1	0.7
PMI act hi M6P	1	1	1.1	1	1	0.9
NF-kB expr up	1.2	1.5	1	0.82	1	1.7
FLuc act counter	1	1	1	1	1	0.9

#7 CC(=O)c1c(C)[nH]c(C(=O)COc2ccc(C#N)cc2)c1C
#8 Cc1noc(N)c1C(=O)Nc1ccc(C(C)(C)C)cc1
#9 CCC(=O)NC(=S)Nc1cccc(-c2nc3ncccc3o2)c1
#10 O=C(/C=C/c1ccc(Cl)cc1Cl)NCCSc1ccccc1
#11 COCCCNC(=O)c1cc2c(=O)n3cc(C)ccc3nc2nc1NCC1CCCO1 (stereo not given)
#12 Cc1nonc1NC(=O)N1CCCC1
compound no.	7	8	9	10	11	12
TNAP act hi DEA	1	1	1	1	1	1
TNAP inh noacc	-2	-13	-14	-8	-6	4
TNAP inh hi DEA	-1	0	-4	-2	1	-3
APP 5'UTR act	8	75	23	16	11	4
FLuc inh counter	18	67*	-2	0	-4	-12
PMI activator	0.9	0.9	1	0.8	0.8	1.1
bIAP act	1	0.9	1	0.7	0.9	1
PMI act hi M6P	0.9	0.9	1	0.8	1	1.1
NF-kB expr up	0.55	4*	1	1.2	1.1	1.2
FLuc act counter	0.8	0.3	1	1	1	1.1

#13 CCCc1nc2ccccc2c(=O)n1/N=C/c1ccc(O)c(O)c1
#14 CCN(C(=O)c1sc(N)c(C#N)c1C)C1CCCCC1
#15 COC1CCN(Cc2cn(Cc3ccccc3)nc2-c2cc3ccccc3o2)CC1
#16 COc1ccc(/C(C)=N\Nc2nc(-c3ccccc3)cc(=O)[nH]2)cc1
#17 CC(C)(O)[C@H](O)COc1c2ccoc2cc2oc(=O)ccc12
#18 CCOC(=O)COc1ccc(S(=O)(=O)N2CCN(c3ccccc3F)CC2)cc1
compound no.	13	14	15	16	17	18
TNAP act hi DEA	1	1	1	1	1	1
TNAP inh noacc	17	-6	4	-88	-7	-6
TNAP inh hi DEA	0	-3	-4	0	-2	-3
APP 5'UTR act	15	21	-12	9	-3	9
FLuc inh counter	-2	-3	-8	3	-8	0
PMI activator	0.8	0.9	1	0.9	1.1	0.9
bIAP act	1.2	0.9	1	0.6	1	0.9
PMI act hi M6P	1	0.9	1	1	1.1	0.9
NF-kB expr up	0.64	1.1	1.1	1.1	1.5	0.96
FLuc act counter	1	1	1.1	1	1.1	1

#19 NS(=O)(=O)c1ccc(N=Nc2c(=O)[nH]n3c(=O)c4c([nH]c23)CCCC4)cc1
#20 COc1ccc(NC(=O)C2C3C=CC(C3)C2C(=O)NCc2ccco2)c(OC)c1 (stereo not given)
#21 COc1cccc(OC)c1-c1nn2c(-c3ccccc3Cl)nnc2s1
#22 Cc1cccc(N(CC(=O)Nc2ccc(-c3nc4ccc(C)cc4s3)cc2)S(C)(=O)=O)c1
#23 Cc1cc(C)n2nc3nc4c(cc3c2n1)CCCC4
#24 O=C(Cc1cccs1)Nc1nnc(SCc2ccc(F)cc2)s1
compound no.	19	20	21	22	23	24
TNAP act hi DEA	0.7	1.1	1	1	1	1
TNAP inh noacc	-22	-11	3	-1	-5	-12
TNAP inh hi DEA	35	-6	-3	-1	0	-2
APP 5'UTR act	-1	-11	-27	104	15	13
FLuc inh counter	0	-4	-2	19	6	-5
PMI activator	1.1	1.1	0.8	1	0.9	0.9
bIAP act	0.5	0.3	1	0.9	1	0.9
PMI act hi M6P	1.1	1.1	0.8	0.9	1	0.9
NF-kB expr up	1.2	1.2	1.1	1.6	1.2	0.86
FLuc act counter	1	1	1	0.8	0.9	1

#25 CCN1CCN(C(=O)CCN2C(=O)COc3ccc(C)cc32)CC1
#26 O=C(Nc1ccc(Cl)c(C(F)(F)F)c1)c1ccco1
#27 Cc1cc(C(=O)OCC(=O)N2CC(C)CC(C)C2)c(C)o1 (stereo not given)
#28 COc1ccc(-c2cc(C(F)(F)F)n3ncc(C(=O)N4CCCCC4c4cccnc4)c3n2)cc1 (stereo not given)
#29 O=S(=O)(NCC(Nc1ccc(Cl)cc1)c1ccccc1)c1ccccc1 (stereo not given)
#30 Cc1ccc(NC(=O)Cn2nnc3ccccc3c2=O)cc1C
compound no.	25	26	27	28	29	30
TNAP act hi DEA	1	1	1	1	1	1
TNAP inh noacc	-9	-12	-10	-6	-7	3
TNAP inh hi DEA	-5	-2	-4	0	-3	-3
APP 5'UTR act	-8	7	5	-8	-9	21
FLuc inh counter	-3	-4	-5	-4	-8	-6
PMI activator	1	0.9	0.9	1	0.8	1.1
bIAP act	0.9	0.8	0.9	1.1	0.9	1.1
PMI act hi M6P	1	1	1	1.1	0.9	0.9
NF-kB expr up	1.1	1.3	1.1	1	1.1	1.1
FLuc act counter	1	1	1.1	1	1.1	1.1

#31 O=C(CN(C(=O)CNC(=O)c1ccco1)c1ccc(Cl)c(Cl)c1)NC1CCCCC1
#32 N#CC(C(=O)NC1CCCCC1)=C1CCCCCC1
#33 CC(NC(=O)Cn1cnc2c1c(=O)n(C)c(=O)n2C)c1ccccc1 (stereo not given)
#34 Cc1cc(C)c2c(=O)c3c(oc2c1)C(=O)N(CCO)C3c1cccc(O)c1 (stereo not given)
#35 O=C(O)Cn1nnn(-c2ccccc2)c1=S
#36 Cn1c(NC(=O)C[n+]2cc(-c3ccc(Cl)c(Cl)c3)n3c2CCC3)cc(=O)n(C)c1=O
compound no.	31	32	33	34	35	36
TNAP act hi DEA	1	1	1.1	0.9	1	1
TNAP inh noacc	-7	0	-18	7	-10	-6
TNAP inh hi DEA	0	-1	-5	6	-1	-1
APP 5'UTR act	-9	-12	8	4	-2	-19
FLuc inh counter	-3	4	-8	0	-7	-6
PMI activator	0.9	1.1	1	1	1	1.1
bIAP act	1	1.2	0.9	1	0.9	0.8
PMI act hi M6P	1	1	1	1	1	1.1
NF-kB expr up	0.84	0.98	1.3	1.1	1.1	0.98
FLuc act counter	1	1	1.1	1	1.1	1.1

#37 C=CCNC(=O)CC(=O)N/N=C/c1ccc(C(=O)OC)cc1
#38 COc1ccc(C(NC(=O)c2ccc(=O)[nH]c2)C(=O)Nc2ccc(C(C)C)cc2)cc1 (stereo not given)
#39 CCC(=O)Nc1cccc(NC(=S)NC(=O)c2cccc(C)c2)c1
#40 Cc1cc(SCC(=O)N/N=C/c2ccco2)nc2ccccc12
#41 O=C1NC(=O)c2cc(NC(=O)C3CCCO3)ccc21 (stereo not given)
#42 C=CCn1c(Sc2ccccc2)nc2c1c(=O)[nH]c(=O)n2C
compound no.	37	38	39	40	41	42
TNAP act hi DEA	1	1	1	1	1.1	1
TNAP inh noacc	-1	-1	-3	-8	-8	-10
TNAP inh hi DEA	-4	3	1	-3	-8	-3
APP 5'UTR act	5	-14	86	-22	-1	4
FLuc inh counter	0	-4	11	-7	-7	-3
PMI activator	1	0.9	0.9	1	1	1.1
bIAP act	0.9	1.3	1.2	0.9	1	0.8
PMI act hi M6P	0.9	0.9	0.9	0.8	1	1
NF-kB expr up	0.88	0.9	2.9	1.1	0.83	1.2
FLuc act counter	1	1	0.9	1.1	1.1	1

#43 CCCC1(C(=O)OC)NC(c2cc(OC)c(OC)c(OC)c2)C2C(=O)N(CC)C(=O)C21 (stereo not given)
#44 CC(=O)N1CCc2ccccc2C1CC(=O)O (stereo not given)
#45 COc1ccc(CCn2c(-c3ccccc3)nc3c(c(=O)c4ccccc4n3C)c2=O)cc1
#46 O=C(c1cccs1)N(C(=O)c1cccs1)c1ccccn1
#47 COc1ccc(-c2ccc(CNCCCN3CCOCC3)o2)cc1Cl
#48 CCOc1ccc(N2C(=O)/C(=C/c3cc(OC)c(OC)c(OC)c3)N(CC(=O)OC)C2=S)cc1
compound no.	43	44	45	46	47	48
TNAP act hi DEA	1	1	1	1.1	1.1	1
TNAP inh noacc	-4	-8	-19	-16	-14	-7
TNAP inh hi DEA	2	2	1	-7	-8	-3
APP 5'UTR act	-7	-12	-1	33	1	21
FLuc inh counter	-6	2	-3	4	-7	-2
PMI activator	1	1	0.9	1	1	0.8
bIAP act	0.9	1.1	0.8	0.9	1	0.9
PMI act hi M6P	1	1	0.9	1	1	0.8
NF-kB expr up	1	1.2	1.3	1.7	0.8	0.91
FLuc act counter	1.1	1	1	1	1.1	1
